Rad51 HR inh = human RAD51 strand exchange inhibitors, primary screen, biochemical, fluorescence | 0.085% of 200,000 active | hRad51 DNA strand exchange, fluorescence dequenching | inhibition, % at 10 µM | AID 1385, 2008 | DNA repair protein RAD51 homolog 1 (Homo sapiens), Q06609;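 active = inhibition above 40% at the single screening dose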;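 also: 0% = DMSO control wells and 100% = blanks with heterologous ssDNA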
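Material: hRad51 filaments on single-stranded DNA; Reagent: Donor/quencher-labelled 47-bp dsDNA substrate; Compound: 10 µM final, single point; Schedule: 37 °C 15-min filament assembly, 30-min compound preincubation, 15-min exchange; Technique: FRET fluorescence, excitation 485 nm, emission 520 nm; Benchmarks: control wells and blank wells on each plate.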
MDM2 E3 inh = MDM2-luciferase reporter signal enhancers, primary screen, MDM2 E3 ligase inhibitor project, cell-based, luminescence, 1536-well | AID 1230, 2008 | E3 ubiquitin-protein ligase Mdm2 (Homo sapiens), Q00987 | 0.11% of 210,000 active | signal enhancement, % at 5 µM | cell-based MDM2 ubiquitination luciferase reporter, 2 h; 0 = plate control, 100 = twice control, blank-subtracted;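 active = signal enhancement of 30% or more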;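 also: luminescence tracks abundance of the self-degrading MDM2-luciferase fusion protein; higher signal means inhibition of MDM2 E3 ligase activity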
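Test system: mammalian cells stably expressing self-ubiquitinating, self-degrading MDM2 E3–luciferase fusion; Amount: 2000 cells in each well; Medium: DMEM; Schedule: 4 h settle plus 2 h compound, 37 °C; Technique: SteadyLite luciferase luminescence after 15 min room-temperature reagent incubation; Benchmarks: plate control and blank wells.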
L929 necroptosis = inhibitors of zVAD-triggered necroptosis, primary screen, L929 cells. L929 zVAD necroptosis rescue, ATP luminescence, 24 h; with zVAD 60 µM. 0.38% of 220,000 active. viability rescue, % at 10 µM;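 active = activation, scaled between plate controls, above about 75%, limit read from the data; inactive = activation under that limit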;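 also: 0% = zVAD with DMSO and 100% = DMSO alone without zVAD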
TNF death inh = inhibitors of TNF-alpha triggered necroptosis, primary screen, cell-based, Jurkat FADD-/-, single concentration | Jurkat FADD-/- TNF necroptosis rescue, ATP luminescence, 24 h; 0 = TNF only, 100 = no-TNF cells | activation (protection from cell death), % at 10 µM | 0.068% of 220,000 active | AID 463075, 2010;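 active = activation, meaning protection from cell death, of at least 50% relative to plate controls; inactive = activation below 50%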;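 also: necroptosis triggered by 40 ng/mL TNF-alpha added together with compound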
KCC2 mod = KCC2 cotransporter modulators, thallium flux, primary screen, cell-based, HEK293 KCC2, FluoZin-2 fluorescence, MLSMR; Solute carrier family 12 member 5 (Homo sapiens), Q9H2X9; 2.2% of 190,000 active; B-score of Tl+ flux slope (higher = more flux/activation; lower = inhibition) at 10 µM; KCC2 cells, thallium flux FluoZin-2 fluorescence;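 active = thallium flux slope and its plate-corrected score both differing from the plate sample mean at a set confidence after two filtering rounds, in either direction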;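 also: slope of fluorescence scaled to starting intensity during 10 to 20 s after thallium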
Target sequence (Q9H2X9 whole entry, looked up): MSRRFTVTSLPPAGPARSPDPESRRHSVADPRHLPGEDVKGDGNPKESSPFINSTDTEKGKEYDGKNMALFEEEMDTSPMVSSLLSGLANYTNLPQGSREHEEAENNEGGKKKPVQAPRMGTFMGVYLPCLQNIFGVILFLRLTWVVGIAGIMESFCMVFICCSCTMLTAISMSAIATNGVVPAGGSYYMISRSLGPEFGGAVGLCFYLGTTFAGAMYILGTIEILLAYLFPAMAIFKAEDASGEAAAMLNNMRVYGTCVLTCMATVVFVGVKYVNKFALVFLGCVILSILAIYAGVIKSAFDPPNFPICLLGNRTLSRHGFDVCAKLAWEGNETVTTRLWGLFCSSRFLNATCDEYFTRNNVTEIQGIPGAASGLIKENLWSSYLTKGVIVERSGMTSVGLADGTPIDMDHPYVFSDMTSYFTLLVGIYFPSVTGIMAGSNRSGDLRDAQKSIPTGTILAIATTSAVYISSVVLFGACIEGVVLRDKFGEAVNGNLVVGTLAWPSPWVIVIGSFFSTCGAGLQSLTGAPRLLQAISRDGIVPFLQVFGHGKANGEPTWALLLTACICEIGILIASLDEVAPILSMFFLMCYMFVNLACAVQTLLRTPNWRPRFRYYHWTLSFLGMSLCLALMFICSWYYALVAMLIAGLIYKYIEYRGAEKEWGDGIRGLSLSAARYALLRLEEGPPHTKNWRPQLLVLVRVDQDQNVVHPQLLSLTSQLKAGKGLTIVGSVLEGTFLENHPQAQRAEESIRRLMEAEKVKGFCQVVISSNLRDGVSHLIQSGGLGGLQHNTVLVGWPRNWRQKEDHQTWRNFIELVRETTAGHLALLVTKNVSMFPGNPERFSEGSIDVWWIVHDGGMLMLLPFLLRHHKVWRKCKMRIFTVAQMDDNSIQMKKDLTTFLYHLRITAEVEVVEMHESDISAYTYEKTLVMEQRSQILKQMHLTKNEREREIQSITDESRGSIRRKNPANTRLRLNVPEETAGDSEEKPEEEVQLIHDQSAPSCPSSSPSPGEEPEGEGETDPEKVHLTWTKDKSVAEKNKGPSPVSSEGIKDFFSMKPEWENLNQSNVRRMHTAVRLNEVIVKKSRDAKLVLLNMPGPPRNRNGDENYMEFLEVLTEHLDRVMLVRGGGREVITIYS
PERK inh = block of dimerizer-induced PERK translation repression, primary screen, PERK inhibitor project, CHO PERK-DD cells, SEAP luminescence, HTS. 0.17% of 220,000 active. AID 1416, 2008. CHO PERK-DD fusion, SEAP luminescence translation reporter. inhibition, % at 5.6 µM. Eukaryotic translation initiation factor 2-alpha kinase 3 (Homo sapiens), Q9NZJ5;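 active = inhibition above the mean inhibition of all tested compounds plus 3 SD, set separately per screening campaign, cut at about 2.9% in these data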;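 also: PERK kinase domain activated by AP20187 dimerizer at 100 nM; 0% = DMSO with dimerizer and 100% = rapamycin at 8.4 µM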
Calpain2 inh = inhibitors of pig calpain II, primary screen, biochemical, fluorogenic peptide substrate, 1536-well. purified calpain II, 30 min. inhibition, % at 16 µM. 0.37% of 220,000 active;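 active = inhibition above about 50%, limit read from the data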
eIF4E-4G inh = eIF4E–eIF4G protein interaction inhibitors, primary screen, biochemical, uHTS, TR-FRET, eIF4GI fragment; inhibition, % at 21.7 µM; TR-FRET eIF4E-eIF4GI(517-606) binding, 2 h; Eukaryotic translation initiation factor 4E (Mus musculus) + Eukaryotic translation …; 0.37% of 220,000 active;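 active = inhibition above about 30%, limit read from the data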;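 also: 0% = full FRET control wells and 100% = background wells lacking eIF4GI fragment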
EBV gp42 block = Epstein-Barr virus gp42 inhibitors, primary screen, biochemical, uHTS, fluorescence polarization; AID 1085, 2008; Fluorescence polarization binding assay, mP read-out; inhibition, % (tested at 21.74 µM); 0.42% of 220,000 active; in the data active = inhibition above about 50%
* = called active by the depositor; . = not tested or not shown; [ ] = dose if it differs, or a comment.

SMILES	Rad51 HR inh	MDM2 E3 inh	L929 necroptosis	TNF death inh	KCC2 mod	PERK inh	Calpain2 inh	eIF4E-4G inh	EBV gp42 block
COc1ccc(/C=N/OCC(=O)Nn2c(C)nc3ccccc3c2=O)cc1	0	-10	1.2	1.9	0.0033	0.1	-2	3[fluorescence artefact?]	9
O=C(O)c1ccccc1S(=O)(=O)NCC(O)COC1CCCCC1 (configuration not stated)	-5	-17	-0.2	-0.1	0.018	0.4	-22	9	0
CCCCN(C(=O)Cn1nnc2ccccc21)C(C(=O)NCCOC)c1ccc(OC)cc1 (configuration not stated)	0	-18	-0.1	-3.5	0.16	-0.7	7	1[fluorescence artefact?]	2
Clc1ccc(/C=N/Nc2ccccn2)cc1	-3	-8	81*	18	1.5	-0.4	-2	-1	4
CCOC(=O)c1sc(NC(=O)c2ccco2)nc1-c1ccccc1	-5	-21	-0.7	1.5	.	1.3	-29	-2[fluorescence artefact?]	-6
COc1ccc(OC)c(C(=O)COC(=O)c2cccnc2Cl)c1	18	-11	-0.4	-0.1	-0.97	-0.5	10	-3	-11
Cc1ncoc1C(=O)N1CCCC(CCC(=O)NCc2ccccc2F)C1 (configuration not stated)	.	-13	-0.5	0.5	1.5	1.8	23	1	-17
CC(NC(=O)CSc1nnc(COc2ccccc2)o1)c1ccccc1 (configuration not stated)	3	-8	1.2	1.2	.	-0.2	-14	0	-12
Cc1ccc(C(=O)OCC(=O)Nc2c(Cl)cc(S(N)(=O)=O)cc2Cl)o1	.	-19	0.2	2.3	1.9	1.7	-2	-4	-22
Fc1ccc(CSc2nnc3ccc(-c4ccncc4)nn23)cc1	-9	-10	0.7	-2.3	-1.7	1.2	-31	-4	6
CC1CN/C(=C\C(=O)c2ccc(Br)cc2)C(=O)N1 (configuration not stated)	.	-34	0.4	0.2	-0.0062	-0.2	14	1[fluorescence artefact?]	4
CCOC(=O)CSc1nc(NC#N)nc(N(CC)CC)n1	-8	-5	0.3	-0.3	-1.1	0.9	-19	0	-14
CN(C)c1ccc(/C=N/NC(=O)CCCO)cc1	4	-8	2.9	-0.3	0.29	1.1	-381	2	-15
CC1CCN(C2CC(=O)N(c3ccc(Br)cc3Br)C2=O)CC1 (configuration not stated)	-14	-19	1.4	2.9	-0.65	0.0	15	0	-26
Cc1ccc2c(c1)C1CN(C)CCC1N2C(=O)c1ccccc1NS(=O)(=O)c1cccc(C(F)(F)F)c1 (configuration not stated)	2	-7	0.1	5.7	-0.5	-0.5	19	1	-2
Cc1ccc2cc(CN(CC3CCCO3)C(=S)NCc3ccco3)c(=O)[nH]c2c1C (configuration not stated)	3	8	0.4	0.8	-0.45	-0.9	-19	6[fluorescence artefact?]	3
COC(=O)c1sccc1NC(=S)N1CCN(c2cc(C)ccc2C)CC1	15	5	0.5	-0.2	-0.032	1.3	-1	-3	-7
Cc1ccc(S(=O)(=O)NCC(=O)N(CCc2ccccc2)CC(=O)NCc2ccco2)cc1	5	-20	-0.3	-5.2	-2	-0.9	-9	-6	-5
O=C(O)c1ccc(Cl)c(N2C(=O)Nc3ccccc3N2O)c1	-1	20	3.6	-0.6	.	0.3	-32	-1	-8
Cc1ccc2[nH]c(=O)c(CN3CCCCC3)c(-c3ccccc3)c2c1	-16	-14	-1.5	1.0	-1.9	-0.2	-25	0	17
Nc1nc(=S)[nH]c2c1C1(CCCCC1)Cc1ccccc1-2	-2	2	0.6	-2.0	-0.41	0.5	-1	14[fluorescence artefact?]	-2
COc1cc(OC)cc(C(=O)NC2=NCCS2)c1	-1	-39	-0.2	-1.6	.	-0.6	-53	-1	-10
Cc1ccccc1NC(=O)c1ccc2snnc2c1	-1	-15	1.2	0.4	-0.5	0.9	-16	-1	0
Cc1ccc2nc(C)c(C(=O)N/N=C/c3cccc([N+](=O)[O-])c3)cc2c1	3	-8	-0.2	0.5	-0.73	-0.8	-53	5	4
CCOc1ccc(NC(=O)Nc2cccc(C(=O)O)c2)cc1	-1	-97	0.6	-4.1	1	0.8	-20	3	1
COc1cc(OC)cc(C(=O)OCc2cc3ccccc3[nH]c2=O)c1	.	-4	1.5	-0.8	.	0.1	-405	-34[fluorescence artefact?]	-1
CCCC(=O)Nc1ccc(NC(=O)C23CC4CC(CC(C4)C2)C3)cn1	-1	-15	47	1.5	.	0.1	14	-9	-13
O=C(CCSCc1ccc(Cl)cc1)NCc1cccnc1	3	-14	0.7	0.2	-0.89	0.1	-19	-5	-11
Cc1ccc(NC(=O)CN(C)S(=O)(=O)c2cccs2)cc1C	-7	-1	0.0	-0.9	.	-0.8	-26	-9	4
CC1CCc2c(C(=O)NCCN3CCOCC3)csc2C1 (configuration not stated)	-8	-19	-0.2	0.2	1.1	0.1	-34	-10	-17
COc1ccc(-c2c(C(F)(F)F)oc3c(CN4CCN(C)CC4)c(O)ccc3c2=O)cc1	-2	-21	-0.6	-0.8	-0.36	-0.4	-59	-10	-2
CCCn1c2ccccc2c2nnc(SCC(=O)OCC)nc21	-6	-1	-0.3	-0.3	0.03	-1.7	-12	4	4
FC(F)(F)c1nc2nncn2c2c1CCCCC2	6	1	0.3	-1.9	0.058	0.3	-275	7[fluorescence artefact?]	2
COc1ccccc1N1CCN(c2cc(=O)n(-c3ccc(Br)cc3)c(=O)[nH]2)CC1	0	5	0.2	0.3	0.043	1.8	17	5	-13
Cc1ccc(C)n1-c1cccc(C(=O)Nc2ccccc2)c1	.	-9	-1.0	0.4	-0.8	0.5	-14	8	-16
CC(=O)Nc1ccc(S(=O)(=O)Nc2nc3ccccc3nc2N2CCc3ccccc3C2)cc1	0	-9	1.9	1.2	-1.6	-0.3	-94	1	7
CCOc1ccc(-n2cnnn2)cc1S(=O)(=O)NC1CC1	-5	-12	0.0	-1.1	0.33	1.3	-6	4	-12
O=C(NCN1C(=O)C2C3C=CC(C3)C2C1=O)Nc1cccnc1 (configuration not stated)	5	-6	0.0	1.3	.	0.1	8	-8[fluorescence artefact?]	-1
COc1ccccc1N1CCN(C(=O)Cn2nnc(-c3cccs3)n2)CC1	-1	-2	0.7	0.9	-1.6	-0.8	11	1	6
Cc1cccc(CSc2nc3c(c(=O)[nH]2)CCCC3)c1	.	-8	.	2.6	-0.36	0.0	-2	-9	-6
CCOc1cc(/C=N/N=C2/NC(=O)C(CC(=O)O)S2)ccc1OCc1ccc(Cl)cc1 (configuration not stated)	1	-5	1.8	1.0	-1.5	1.5	27	6	-8
O=C(O)C1CCCCC1C(=O)NCCc1ccncc1 (configuration not stated)	5	-16	-0.1	-1.2	-0.084	1.8	18	-1	-3
O=c1[nH]c2cc([N+](=O)[O-])c(NCCO)c([N+](=O)[O-])c2[nH]1	23	9	15	-1.9	1.6	-0.4	-3	-2	-12
COc1ccc(CC2(C)OC(c3ccc(Cl)cc3)=NN2C(C)=O)cc1 (configuration not stated)	-11	2	0.2	-0.2	0.2	0.4	-5	8	-10
O=C(CSc1nnnn1-c1ccccc1)Nc1ccc(Cl)cn1	0	-4	.	1.7	0.79	0.8	-20	-1	-2
COC(=O)CCC(=O)OC1(C)C(=O)C=C2C=C(C3CC3)N(CCCOC(C)C)C=C2C1=O (configuration not stated)	-11	16	-0.3	3.4	0.42	.	-18	-5	-10
COc1ccc2[nH]c3c(=O)n(Cc4ccc(C(=O)N5CCCC5)cc4)c(=S)[nH]c3c2c1	-4	-8	-1.7	-0.6	-0.61	0.4	-40	-1	5
COc1ccc(Nc2ccccc2)c(C)c1	4	-2	-0.1	2.8	-0.04	0.6	-9	-8	1
COc1cccc(C(=O)N/N=C(/c2ccccc2)c2ccccn2)c1	-4	-16	57	-15	-0.13	-1.8	1	-3	-13
Brc1ccc2ncnc(Nc3cccc4ccccc34)c2c1	-3	-2	-0.2	-10	.	-0.3	22	10	24

The results go on:
SMILES	Rad51 HR inh	MDM2 E3 inh	L929 necroptosis	TNF death inh	KCC2 mod	PERK inh	Calpain2 inh	eIF4E-4G inh	EBV gp42 block
Cc1ccc(S(=O)(=O)NCCN2CCOCC2)cc1C	-13	4	1.8	1.7	-0.12	1.8	14	-4	-12
CCOC(=O)N1CCN(C(=O)CSc2ccc3nnc(-c4ccncc4)n3n2)CC1	1	-4	-0.6	1.2	-0.4	0.7	-16	-4	-12
COCCSc1ccccc1C(=O)NCc1ccc2c(c1)OCO2	10	-25	0.4	-0.8	0.31	1.3	-9	0	7
C/C(=N\NC(=S)Nc1ccccc1)C1Cc2ccccc2C(=O)O1 (configuration not stated)	16	-4	0.0	0.2	6.6*	-0.4	30	-2	-15
c1ccc(Cn2ccnc2SCc2nnc(-c3ccccc3)o2)cc1	5	-18	.	1.5	0.037	-0.4	-13	-3	10
O=C(CCNC(=O)c1ccccc1)Oc1ccc([N+](=O)[O-])cc1	.	15	0.2	1.6	-0.35	1.0	3	-2	9
Brc1cccc(-c2n[nH]c(-c3ccccc3)n2)c1	.	-8	0.8	2.2	-1.5	-0.2	-2	4	-14
COc1cccc2c(SCC(=O)N/N=C/c3ccc(O)cc3O)cc(C)nc12	.	7	2.4	-8.4	-0.63	-0.4	-99	-1	-3
O=C(O)CCCC(=O)Nc1cccc(C(=O)Nc2ccccc2C(=O)O)c1	.	-5	0.4	1.0	-0.7	0.4	-26	-1	-4
NC(=O)Cn1c(=O)n(-c2ccccc2)c(=O)c2oc3ccccc3c21	3	-1	0.9	0.1	0.28	1.4	-17	2	-6
CCOC(=O)[C@@H]1CCNC[C@@H]1c1ccccc1	1	-16	0.3	1.0	.	-0.3	-13	2[fluorescence artefact?]	-10
CCNc1nc(Oc2c(Cl)cccc2Cl)cc(C(F)(F)F)n1	2	-14	0.0	-5.4	0.57	0.7	15	15	-2
CSc1nc(N(C)C)nc(N(C)C#N)n1	.	-21	0.6	-0.2	0.15	2.4	16	7	-12

In another format: 2 of the compounds above
> CCOc1ccc(-n2cnnn2)cc1S(=O)(=O)NC1CC1
  Rad51 HR inh: -5
  MDM2 E3 inh: -12
  L929 necroptosis: 0.0
  TNF death inh: -1.1
  KCC2 mod: 0.33
  PERK inh: 1.3
  Calpain2 inh: -6
  eIF4E-4G inh: 4
  EBV gp42 block: -12

> O=C(NCN1C(=O)C2C3C=CC(C3)C2C1=O)Nc1cccnc1 (configuration not stated)
  Rad51 HR inh: 5
  MDM2 E3 inh: -6
  L929 necroptosis: 0.0
  TNF death inh: 1.3
  KCC2 mod: .
  PERK inh: 0.1
  Calpain2 inh: 8
  eIF4E-4G inh: -8[fluorescence artefact?]
  EBV gp42 block: -1

Screening data: PubChem BioAssay, several laboratories
